# High-throughput results from PubChem BioAssay.
# phage Ecoli inh = E. coli growth loss with phage present; growth absorbance; inhibition, % at 11.9 µM; 360,000 tested, 0.26% active; in the data active means inhibition above about 11%
# AddAB inh = less growth of phage-infected E. coli with AddAB; inhibition, % at 11.9 µM; 330,000 tested, 0.29% active; AID 435030; E. coli expressing H. pylori AddAB, absorbance growth; in the data active means inhibition above about 12%;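 further: 0% = vehicle wells of infected cells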
# PKA-R2B act = activators of human PKA-R2B complex | P22694+P31323 | PKA-R2B holoenzyme dissociation, Cy5-IP20 fluorescence polarization; R2B truncated from residue 108, S112A mutant; 0% DMSO only, 100% 113 µM cGMP | activation, % at 11.4 µM | 340,000 tested, 0.079% active;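 active means activation above a cutoff set at the mean over all compounds plus 3 SD, cut at about 18% in these data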;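 further: higher means more holoenzyme dissociation and a rise in polarization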
# Target sequence (P31323 whole entry, looked up, other chains not shown, the tested form may be a part): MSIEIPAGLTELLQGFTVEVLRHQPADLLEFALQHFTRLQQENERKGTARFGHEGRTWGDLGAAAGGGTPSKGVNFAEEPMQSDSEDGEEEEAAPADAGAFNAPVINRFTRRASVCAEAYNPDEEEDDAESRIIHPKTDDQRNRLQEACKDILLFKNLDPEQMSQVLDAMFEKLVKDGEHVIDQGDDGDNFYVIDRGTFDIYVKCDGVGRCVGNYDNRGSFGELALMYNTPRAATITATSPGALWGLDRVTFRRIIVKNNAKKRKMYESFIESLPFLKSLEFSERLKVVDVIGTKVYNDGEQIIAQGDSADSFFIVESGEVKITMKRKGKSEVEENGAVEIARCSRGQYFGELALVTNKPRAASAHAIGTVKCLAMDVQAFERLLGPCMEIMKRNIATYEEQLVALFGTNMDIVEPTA
# Mot1-301 SUMO = blocks SUMOylation pathway, rescuing yeast Mot1-301 growth; AID 2716; growth rescue, % at 18.8 µM; S. cerevisiae Mot1-301 growth rescue, ATP luminescence, 38.5C; percent above DMSO median, 100 means doubled; 320,000 tested, 1% active;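 active means every valid replicate shows activation above 250% relative to neutral control wells; inactive means the rest, any valid replicate at or below 250%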;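 further: OY570 slx delta 5 strain wells were the positive control but not used for scaling; some compounds called inactive have numbers as strong as hits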
# E coli growth = bacterial growth inhibition, counter-screen for AddAB inhibitors. E. coli V3065 growth, OD600 absorbance, 18 h. inhibition, % at 11.9 µM. 330,000 tested, 0.27% active. AID 449728;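 active means inhibition above the campaign's mean inhibition across all tested compounds plus 3 SD, cut at about 9.9% in these data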;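 further: uninfected addAB+ strain grown without phage in ampicillin broth; 0% = DMSO wells and 100% = ciprofloxacin 0.95 µg/ml wells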
# HTR5A ag = counter-screen for OPRM1-OPRD1 agonists: human HTR5A agonism; P47898; HTR5A agonist assay, luminescence, cell-based; activation, % at 9.3 µM; 340,000 tested, 0.61% active; AID 504692; in the data active means activation mostly above about 9.5%, no sharp cut-off; inactive means mostly below about 7.6%;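 further: 0% = cells with vehicle only and 100% = reference agonist; strong numbers were not always called active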
# DAGLB inhibitor = diacylglycerol lipase beta (human) inhibition; HEK293T DAGLB membrane lysate, EnzChek fluorogenic substrate; inhibition, % at 5.17 µM; 340,000 tested, 0.059% active; AID 504411; in the data active means inhibition above about 34%;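 further: 0% = enzyme with vehicle and 100% = wells lacking enzyme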
# Target sequence (Q8NCG7 whole entry, looked up): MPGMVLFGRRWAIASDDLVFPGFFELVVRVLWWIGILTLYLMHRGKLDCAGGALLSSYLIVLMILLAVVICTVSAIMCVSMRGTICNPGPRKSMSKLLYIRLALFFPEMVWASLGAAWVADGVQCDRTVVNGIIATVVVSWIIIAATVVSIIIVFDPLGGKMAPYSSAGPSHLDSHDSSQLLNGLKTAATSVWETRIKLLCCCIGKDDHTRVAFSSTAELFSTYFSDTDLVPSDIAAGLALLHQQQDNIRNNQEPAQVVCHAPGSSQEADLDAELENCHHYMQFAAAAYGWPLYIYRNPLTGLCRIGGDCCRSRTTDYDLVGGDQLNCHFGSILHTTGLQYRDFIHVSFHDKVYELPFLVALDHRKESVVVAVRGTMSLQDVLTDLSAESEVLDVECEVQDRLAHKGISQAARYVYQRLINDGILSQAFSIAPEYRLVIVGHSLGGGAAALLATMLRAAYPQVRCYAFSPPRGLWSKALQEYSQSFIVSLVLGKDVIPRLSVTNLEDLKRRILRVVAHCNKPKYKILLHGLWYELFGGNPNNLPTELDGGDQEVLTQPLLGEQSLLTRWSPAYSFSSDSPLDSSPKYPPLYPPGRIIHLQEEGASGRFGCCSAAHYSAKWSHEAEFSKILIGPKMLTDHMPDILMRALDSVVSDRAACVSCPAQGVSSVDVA
# HTR5A inv ctr = inverse agonist of human HTR5A in OPRM1-OPRD1 counter-screen. P47898. HTR5A cell line, luminescence, inverse agonism. inhibition, % at 9.3 µM. 340,000 tested, 0.083% active; in the data active means inhibition mostly above about 23%, no sharp cut-off; inactive means mostly below about 18%;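 further: 0% = cells with DMSO and 100% = no-cell wells with DMSO; some compounds called inactive have numbers as strong as hits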
# CDK5 p35 inh = inhibitors of human CDK5/p35 kinase | inhibition, % at 10 µM | Recombinant CDK5/p35, ADP-Glo luminescence, 60 min | 330,000 tested, 0.01% active | Q00535+Q15078 | AID 488839;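 active means highest replicate inhibition of at least 50% and at least 75% of replicates reaching 50%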;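 further: plate controls were DMSO neutral control for no effect and GW8510 at 10 µM for full effect; many of its hits are not listed in these tables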
# PKA-R1A activ = activates the PKA-R1A holoenzyme complex; P00514+P68181; PKA-R1A dissociation, Cy5-IP20 fluorescence polarization; scaled: DMSO 0%, 113 µM cGMP 100%; activation, % at 11.4 µM; 340,000 tested, 0.083% active; AID 504707;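 active means percent activation above the mean of all tested compounds plus 3 SD, cut at about 19% in these data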;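 further: higher means more PKAc released from R1A so a rise in polarization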
# Tat transport = E. coli Tat transport inhibition; E. coli MC4100 TorA-mCherry Tat export, fluorescence; inhibition, % at 10 µM; 340,000 tested, 0.036% active; AID 488895;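 active means mean replicate inhibition at least 50% and at least half of replicates individually reaching 50%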;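 further: exported cargo escapes ClpAP degradation while cytoplasmic cargo is degraded and loses fluorescence; 0% = median of neutral control wells and 100% = median of NaSCN control wells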
# * = called active by the depositor; / = no result given.
no.	SMILES	phage Ecoli inh	AddAB inh	PKA-R2B act	Mot1-301 SUMO	E coli growth	HTR5A ag
1	COc1cccc(C(=O)NCCS(=O)(=O)N2CCCCC2)c1	4.3	0.4	-9	-19	-1.4	0
2	CC1CC(C)CN(S(=O)(=O)c2ccc(C(C)(C)C)cc2)C1 (stereo unspecified)	5.9	0.9	-2	130	0.5	-2
3	Cc1ccc(CS(=O)Cc2ccc(C(=O)NCCc3ccccc3)o2)cc1 (stereo unspecified)	-0.2	1.3	-1	16	-0.8	-2
4	CCCOc1ccc(C(=O)Nc2ccc(N3CCN(C(C)=O)CC3)cc2)cc1	1.8	1.0	-5	-3	-0.4	-2
5	CCN(CC)C(=O)COc1cc(C)c(Cl)c(C)c1	0.0	-0.7	-8	166	0.6	4
6	COc1ccc(-c2nnc3n2N=C(C)CS3)cc1	0.6	1.1	-10	/	2.7	-7
7	Cc1cccc(NS(=O)(=O)c2cc3c4c(c2)C(C)C(=O)N4CCC3)c1 (stereo unspecified)	1.3	1.5	-2	11	-0.8	1
8	COC(=O)Cn1c(C)c(C(C)=O)c(C(C)=O)c1C	0.3	-0.7	6	-2	1.4	-8

no.	DAGLB inhibitor	HTR5A inv ctr	CDK5 p35 inh	PKA-R1A activ	Tat transport
1	-1	0	1.1	5	-3
2	-10	-8	5.3	-8	1
3	0	-1	-4.2	-3	-5
4	1	2	-1.6	-3	-6
5	0	-10	-0.7	0	3
6	1	17	0.4	9	-2
7	-1	-3	-3.1	1	-1
8	0	-21	-0.5	0	-7

# (cont.)
no.	SMILES	phage Ecoli inh	AddAB inh	PKA-R2B act	Mot1-301 SUMO	E coli growth	HTR5A ag
9	COc1ccc([N+](=O)[O-])cc1N(CC(=O)N1CCN(Cc2ccccc2)CC1)S(C)(=O)=O	-3.2	4.0	-7	-7	-0.9	2
10	COc1c(C)cc(Br)cc1C(=O)Nc1ccc(N2CCN(S(C)(=O)=O)CC2)cc1	2.2	1.2	3	38	0.0	-2
11	O=C(OCC(=O)N1CCCC1)c1ccccc1O	0.0	0.5	-2	14	2.3	4
12	COC(=O)c1ccc2c(c1)nc(C)n2CCO	1.9	1.3	7	0	-2.5	-3
13	CCOC(=O)c1sc(=NC(=O)c2ccc(OC)c(OC)c2)n(C)c1C	3.3	1.5	-11	-4	2.5	8
14	Cc1cccc(Nc2ccccc2C(=O)OCC(=O)N2CCOCC2)c1C	0.9	3.2	10	34	0.1	-1
15	COCCSc1nnc(NS(=O)(=O)c2ccc(C)cc2)s1	3.6	3.0	-1	-1	-1.7	-1
16	OC1(c2cccc(C(F)(F)F)c2)CCN(c2ccc(-c3ccccc3)nn2)CC1	-0.8	-0.3	-15	5	1.4	0

no.	DAGLB inhibitor	HTR5A inv ctr	CDK5 p35 inh	PKA-R1A activ	Tat transport
9	0	-6	1.7	-1	-2
10	3	6	-0.6	5	-1
11	-1	-14	0.4	-5	-2
12	1	-12	0.6	5	-6
13	-5	-9	0.8	-4	-8
14	0	-4	-0.7	12	4
15	0	4	0.6	-5	-2
16	-4	21	-1.6	-5	0

# Next part:
no.	SMILES	phage Ecoli inh	AddAB inh	PKA-R2B act	Mot1-301 SUMO	E coli growth	HTR5A ag
17	CCc1ccc(N(C(=O)c2csnn2)C(C(=O)NC(C)(C)C)c2ccccn2)cc1 (stereo unspecified)	2.9	1.9	2	-11	0.4	6
18	C=CCOc1c(CNc2ccc(C(=O)O)cc2)cccc1OC	2.7	4.1	-8	10	-0.5	-3
19	COc1ccc(-c2c(-c3ccsc3)oc3ccc(N4CCOCC4)cc23)cn1	2.0	0.2	4	-11	-0.2	1
20	COc1ccc(CNC(=O)CN(C)Cc2ccc(C(C)(C)C)cc2)cc1	-3.4	0.0	-17	2	-0.3	0
21	O=C(Nc1ccc(F)c(Cl)c1)C1CC(=O)N(Cc2ccco2)C1 (stereo unspecified)	2.2	-0.8	0	-6	-1.9	2
22	O=c1cc(CO)occ1OCc1cccc(C(F)(F)F)c1	1.5	1.1	-6	0	-1.2	3
23	CCOc1ccccc1NC1=NC2CS(=O)(=O)CC2S1 (stereo unspecified)	1.0	-0.7	-1	-2	0.6	-1
24	COc1ccc(CNc2nc3ccccc3n2C(C)C)c(O)c1	3.6	2.5	-1	0	2.2	0

no.	DAGLB inhibitor	HTR5A inv ctr	CDK5 p35 inh	PKA-R1A activ	Tat transport
17	4	-16	-1.7	-8	2
18	0	7	-0.7	-4	1
19	-1	-3	0.9	-5	-9
20	-8	1	-0.1	-8	-2
21	2	4	-0.2	-4	11
22	2	-8	-0.9	2	-5
23	4	-1	-0.6	1	0
24	0	16	0.4	-5	3

# Reformatted bar-delimited: part of the list above.
cpd | smiles | phage Ecoli inh | AddAB inh | PKA-R2B act | Mot1-301 SUMO | E coli growth | HTR5A ag | DAGLB inhibitor | HTR5A inv ctr | CDK5 p35 inh | PKA-R1A activ | Tat transport
13 | CCOC(=O)c1sc(=NC(=O)c2ccc(OC)c(OC)c2)n(C)c1C | 3.3 | 1.5 | -11 | -4 | 2.5 | 8 | -5 | -9 | 0.8 | -4 | -8
14 | Cc1cccc(Nc2ccccc2C(=O)OCC(=O)N2CCOCC2)c1C | 0.9 | 3.2 | 10 | 34 | 0.1 | -1 | 0 | -4 | -0.7 | 12 | 4
15 | COCCSc1nnc(NS(=O)(=O)c2ccc(C)cc2)s1 | 3.6 | 3.0 | -1 | -1 | -1.7 | -1 | 0 | 4 | 0.6 | -5 | -2
16 | OC1(c2cccc(C(F)(F)F)c2)CCN(c2ccc(-c3ccccc3)nn2)CC1 | -0.8 | -0.3 | -15 | 5 | 1.4 | 0 | -4 | 21 | -1.6 | -5 | 0
17 | CCc1ccc(N(C(=O)c2csnn2)C(C(=O)NC(C)(C)C)c2ccccn2)cc1 (stereo unspecified) | 2.9 | 1.9 | 2 | -11 | 0.4 | 6 | 4 | -16 | -1.7 | -8 | 2
18 | C=CCOc1c(CNc2ccc(C(=O)O)cc2)cccc1OC | 2.7 | 4.1 | -8 | 10 | -0.5 | -3 | 0 | 7 | -0.7 | -4 | 1
19 | COc1ccc(-c2c(-c3ccsc3)oc3ccc(N4CCOCC4)cc23)cn1 | 2.0 | 0.2 | 4 | -11 | -0.2 | 1 | -1 | -3 | 0.9 | -5 | -9
20 | COc1ccc(CNC(=O)CN(C)Cc2ccc(C(C)(C)C)cc2)cc1 | -3.4 | 0.0 | -17 | 2 | -0.3 | 0 | -8 | 1 | -0.1 | -8 | -2
21 | O=C(Nc1ccc(F)c(Cl)c1)C1CC(=O)N(Cc2ccco2)C1 (stereo unspecified) | 2.2 | -0.8 | 0 | -6 | -1.9 | 2 | 2 | 4 | -0.2 | -4 | 11

# (list continues)
no.	SMILES	phage Ecoli inh	AddAB inh	PKA-R2B act	Mot1-301 SUMO	E coli growth	HTR5A ag
25	C[C@H]1CN([C@@H](C)CO)C(=O)c2cccc(NC(=O)c3nc4ccccc4s3)c2O[C@H]1CN(C)C(=O)Nc1ccc(F)cc1	2.1	3.2	-3	18	2.0	-2
26	CC1(C)CN=C(N(Cc2ccccc2)C(=O)Nc2ccccc2)S1	1.4	4.9	-5	6	0.5	2
27	COc1ccc(C(=O)c2c(-c3ccc(OC)cc3)oc3ccc(-c4ccc(OC)nc4)cc23)cc1	1.0	0.3	-7	-28	-3.0	-1
28	O=C1CCCC(=O)C1=Cc1c[nH]c2ccccc12	-0.3	1.1	-3	0	0.5	4
29	Cc1ccc(Cn2nc(C)c(C(=O)NCC(c3ccc(F)cc3)N3CCOCC3)c2Cl)cc1 (stereo unspecified)	-0.4	-1.5	-10	0	0.7	1
30	O=Cc1cn[nH]c1-c1ccccc1	2.8	-2.8	2	12	-0.8	2
31	CCN(CC)c1ccc(C2C(C(=O)Nc3ccccn3)=C(C)NC3=C2C(=O)CC(C)(C)C3)cc1 (stereo unspecified)	1.4	2.3	-3	-12	-1.7	2
32	OCCNc1nc2ccccc2n1-c1ncnc2sc3c(c12)CCC3	-0.2	/	-1	/	/	-1

no.	DAGLB inhibitor	HTR5A inv ctr	CDK5 p35 inh	PKA-R1A activ	Tat transport
25	-1	9	-0.5	-10	0
26	1	-12	0.5	-12	-7
27	2	10	-3.6	0	-8
28	-1	-5	0.0	-6	-1
29	-1	-2	1.3	-3	7
30	-6	3	-2.7	1	4
31	3	-12	-0.9	-7	7
32	-4	3	-0.8	-13	-4

# Additional results:
no.	SMILES	phage Ecoli inh	AddAB inh	PKA-R2B act	Mot1-301 SUMO	E coli growth	HTR5A ag
33	O=C(N/N=C/c1ccccc1O)c1cccc2ccccc12	-2.8	/	0	42	/	0
34	COc1cc(C(=O)O)ccc1OCc1c(C)noc1C	1.2	2.3	7	/	0.6	-1
35	CCOC(=O)c1c(O)c2c([nH]c1=O)CCCC2	2.5	0.2	0	-15	0.6	-1
36	O=C(CN1CCSC1=O)Nc1ccc(N2CCOCC2)cc1	2.2	/	-4	/	/	0
37	COc1ccc(NC(=S)NCc2ccc(F)cc2)cc1	3.5	1.6	-4	-2	-1.4	-1
38	CC12CCC(=O)N1C(C(=O)N1CCN(c3ccccc3)CC1)CS2 (stereo unspecified)	3.0	2.4	-7	3	0.7	0
39	Cc1ccc(-n2c(SCC(=O)Nc3nccs3)nc3c(c2=O)SCC3)cc1	-0.4	1.4	-4	14	-1.2	4
40	Cc1nn(-c2ccccc2)c2c1C(c1ccncc1)C(C#N)=C(N)O2 (stereo unspecified)	3.2	0.6	0	-17	0.9	-1

no.	DAGLB inhibitor	HTR5A inv ctr	CDK5 p35 inh	PKA-R1A activ	Tat transport
33	6	-2	0.7	2	-2
34	0	13	0.3	3	-2
35	-1	7	-1.7	7	-12
36	0	14	1.0	-4	2
37	1	4	-0.5	5	-1
38	2	-13	-0.4	1	0
39	0	-10	-0.5	10	3
40	6	3	-1.3	7	-3

# (cont.)
no.	SMILES	phage Ecoli inh	AddAB inh	PKA-R2B act	Mot1-301 SUMO	E coli growth	HTR5A ag
41	NS(=O)(=O)c1cc(C(=O)Nc2ccc3c(c2)CCC3)ccc1Cl	-0.5	4.2	-11	2	-1.1	1
42	CC(C)(C)c1ccc(OCC(=O)NCC(c2cccs2)N2CCOCC2)cc1 (stereo unspecified)	-1.8	-2.4	-7	-16	-3.4	1
43	CN(C)S(=O)(=O)c1ccc(N2CCCC2)c(C(=O)NCC2CCCO2)c1 (stereo unspecified)	1.9	0.7	-3	2	0.6	-4
44	Cc1cccnc1NC(=O)C1CCC1	/	1.3	-8	3	1.6	-3

no.	DAGLB inhibitor	HTR5A inv ctr	CDK5 p35 inh	PKA-R1A activ	Tat transport
41	-6	10	-0.4	7	6
42	-2	-27	0.6	-2	3
43	1	-12	-1.9	3	-12
44	0	13	0.2	-9	-8
